Bioassay records from PubChem.
V1aR counter: V1a receptor agonism, counter-screen for OXTR agonists | P37288 | AID 2797 | activation, % at 3 µM | CHO-V1R cells, Fluo-8 calcium fluorescence, agonist mode; 0% DMSO, 100% 3 nM vasopressin | hit rate 0.25% among 320,000;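 active = activation above the mean activation of all tested compounds plus 3 SD, per screening run, cut at about 20% in these data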;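 also: signal is peak over basal fluorescence ratio across a 100 second FLIPR read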
TAAR1 antag: antagonists of human TAAR1 | inhibition, % at 3 µM | CHO RD-HGA16 TAAR1, Fluo-8 calcium fluorescence, antagonist | hit rate 1.5% among 360,000;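 active = inhibition above a per-plate cutoff, the mean inhibition of test compounds on that plate plus 3 SD, cut at about 49% in these data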;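 also: 0% = DMSO plus EC80 beta-PEA response and 100% = DMSO alone without agonist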
Target sequence (Q96RJ0 whole entry, looked up): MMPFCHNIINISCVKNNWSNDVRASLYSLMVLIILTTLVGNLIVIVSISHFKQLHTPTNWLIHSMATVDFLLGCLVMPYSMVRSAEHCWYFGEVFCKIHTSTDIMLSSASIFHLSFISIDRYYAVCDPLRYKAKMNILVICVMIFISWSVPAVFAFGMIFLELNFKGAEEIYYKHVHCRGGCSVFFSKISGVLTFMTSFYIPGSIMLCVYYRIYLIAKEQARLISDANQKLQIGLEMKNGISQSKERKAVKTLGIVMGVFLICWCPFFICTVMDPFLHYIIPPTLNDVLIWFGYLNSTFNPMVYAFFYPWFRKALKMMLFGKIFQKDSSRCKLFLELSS
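Assay system: RD-HGA16 CHO cells with stable hTAAR1 and Gα16 / Reagent: EC80 β-phenethylamine stimulus / Doses: 3 µM, single point / Timing: dye loading 75 min at 37 °C, then 30 min room temperature / Measured by: Fluo-8 intracellular calcium dye fluorescence, real-time kinetic reads / Controls: vehicle wells and EC80 agonist wells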
CHO parental Ca: signal in parental CHO cells, OX1R antagonist counter-screen | hit rate 0.63% among 330,000 | parental CHO-K1, ATP-induced calcium, Fluo-8 fluorescence | inhibition, % at 5.6 µM;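 active = inhibition above that plate's mean sample inhibition plus 3 SD, cut at about 26% in these data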;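 also: 0% = ATP-challenged DMSO wells and 100% = DMSO wells without ATP; some compounds past the cut are filed as inactive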
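Material – parental CHO cells · Reagent – ATP stimulus · Compound – single nominal dose of 5.6 µM per compound · Detection – Fluo-8 fluorescence · Read-out basis – percent inhibition of calcium signal · Controls – ATP-challenged DMSO wells low, unchallenged DMSO wells high · Repeats – no replicates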
TAAR1 agonist: agonists of human TAAR1. Q96RJ0. CHO RD-HGA16 TAAR1, Fluo-8 calcium fluorescence; vehicle wells 0%, saturating PEA agonist 100%. hit rate 0.99% among 360,000. activation, % at 3 µM;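 active = activation above the mean activation of all test compounds in the run plus 3 SD, cut at about 38% in these data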
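System: CHO-derived RD-HGA16 cells with stable Gα16 and human TAAR1. Times: 17-24 h plating, Fluo-8 75 min 37 °C, 30 min RT. Measured by: calcium-sensitive Fluo-8 signal, excitation 470-495, emission 515-575 nm. Read-out basis: % activation relative to PEA EC100 response. Control set: DMSO and PEA EC100. Repeats: no replicates (n 1).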
OXTR potentiator: human OXTR potentiation | P30559 | CHO-OTR cells, Fluo-8 calcium fluorescence, potentiator mode; 0% = oxytocin EC15, 100% = EC100 | activation, % at 3 µM | hit rate 0.061% among 320,000 | AID 2445;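 active = activation above that plate's cutoff, the mean activation of tested compounds plus 3 SD, cut at about 6.6% in these data, passing the limit was not always enough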;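 also: 100% uses oxytocin at 75 nM as the full agonist control; some results filed as inactive read as strong as hits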
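System: human OTR in CHO cells; Also added: sub-maximal oxytocin, roughly EC15; Timing: compound 6 min at room temperature before oxytocin, 100 s read; Technique: Fluo-8 intracellular calcium fluorescence, ex 470-495, em 515-575 nm; Controls: oxytocin EC15 low and EC100 high; Replication: singlicate.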
CHRM1 agonist: agonists of human M1 muscarinic receptor; AID 588814; hit rate 0.33% among 360,000; activation, % at 3 µM; P11229; CHO-K1 hM1, Fluo-8 calcium fluorescence, agonist mode; 0% DMSO, 100% acetylcholine EC100;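 active = activation above the run's mean compound activation plus 3 SD, cut at about 16% in these data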;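 also: peak over basal fluorescence ratio within a 140 s kinetic read after compound addition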
Target sequence (P11229 whole entry, looked up): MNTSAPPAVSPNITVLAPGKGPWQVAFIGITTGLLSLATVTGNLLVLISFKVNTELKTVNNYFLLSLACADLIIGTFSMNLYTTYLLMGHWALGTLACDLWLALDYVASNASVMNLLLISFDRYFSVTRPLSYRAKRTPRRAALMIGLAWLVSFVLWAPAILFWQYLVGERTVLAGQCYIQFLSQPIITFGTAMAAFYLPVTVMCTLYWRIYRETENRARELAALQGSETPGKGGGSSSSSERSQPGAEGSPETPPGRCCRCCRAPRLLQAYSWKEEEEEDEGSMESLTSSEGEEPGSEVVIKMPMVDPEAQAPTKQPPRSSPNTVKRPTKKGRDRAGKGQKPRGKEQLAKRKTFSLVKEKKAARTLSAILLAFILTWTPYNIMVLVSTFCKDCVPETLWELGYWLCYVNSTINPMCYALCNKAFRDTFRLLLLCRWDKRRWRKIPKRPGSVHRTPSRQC
CHRM1 PAM: potentiates human M1 receptor response to acetylcholine; P11229; CHO-K1 hM1, Fluo-8 calcium fluorescence, ACh EC20; 0% = ACh EC20, 100% = maximal ACh; activation, % at 3 µM; hit rate 0.088% among 360,000; AID 588819; in the data active = activation above about 19%, passing the limit was not always enough
OXTR ag: activates the human oxytocin receptor; P30559; CHO-OTR cells, Fluo-8 calcium fluorescence; normalized: DMSO 0%, oxytocin 100%; activation, % at 3 µM; hit rate 0.32% among 320,000; AID 2435;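 active = activation above the mean of all tested compounds plus 3 SD, cutoff set per screening run, cut at about 20% in these data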;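 also: peak over basal fluorescence ratio from a 100 s FLIPR kinetic read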
M1 antag: human CHRM1 antagonism; P11229; inhibition, % at 3 µM; CHO-K1 hM1, Fluo-8 calcium fluorescence, ACh EC80 antagonist; hit rate 1.3% among 360,000;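 active = percent inhibition above its own plate's cutoff, namely the mean of that plate's compound wells plus 3 SD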;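 also: peak over basal fluorescence ratio during 140 s after agonist addition; 0% = ACh EC80 plus DMSO and 100% = DMSO alone without agonist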
Numbers without * were called inactive; x = no result given.

SMILES | V1aR counter | TAAR1 antag | CHO parental Ca | TAAR1 agonist | OXTR potentiator | CHRM1 agonist | CHRM1 PAM | OXTR ag | M1 antag
CCN(CC)S(=O)(=O)c1ccc(OC)c(NC(=O)c2cc(C)on2)c1 | -1.1 | -19 | 3 | 0 | -11 | 2 | 1 | -0.1 | 6
O=C(COc1cc(Cl)c(Cl)cc1Cl)NCCc1ccccn1 | 0.0 | -29 | -25 | 5 | -1 | -6 | 3 | 0.6 | 3
Cc1ccc(NC(=O)NC(=O)N(C(C)C)S(=O)(=O)c2ccc(C)cc2)cc1 | 0.8 | -24 | -10 | 1 | 1 | -2 | 9 | 0.4 | -13
CC(NC(=O)CN(C)Cc1cccc(F)c1)c1ccccc1 (stereo not drawn) | -0.9 | -16 | -15 | 0 | -3 | -4 | 11 | -1.8 | -12
Clc1ccc(Cn2ncc3c(NCc4cccnc4)ncnc32)cc1 | 14 | 12 | -18 | 18 | -16 | -1 | 1 | 10 | 3
COc1cc(N)ccc1-c1cc2ccccc2oc1=O | 0.3 | -5 | -8 | -1 | 4 | -2 | 3 | -0.4 | -14
CCOC(=O)c1c(C)[nH]c(C(=O)C(C)Sc2ccc(Cl)cc2)c1C (stereo not drawn) | 7.3 | 38 | 8 | 19 | -15 | 0 | -4 | 1.6 | 12
COc1ccccc1/C=C/c1nc(C#N)c(N(C)C)o1 | -1.5 | 0 | -8 | 5 | 1 | -9 | 6 | -2.7 | -15
CCn1c(C)nc2cc(C(=O)OC)ccc21 | -0.4 | 12 | 10 | 1 | -10 | -2 | 20 | 0.2 | 2
CCOc1ccc(NC(=O)CN2C(=O)COc3ccc(S(=O)(=O)N4CCCCC4)cc32)cc1 | -1.1 | -7 | -20 | 1 | -6 | -6 | -2 | -1.0 | 1
COc1ccccc1N(CCOc1ccccc1)S(=O)(=O)c1ccccc1 | 2.0 | 10 | -24 | 1 | -8 | -6 | 1 | 1.4 | -18
COc1ccc(C2=NOC3(CC(=O)N(c4ccc(C)cc4)C3=O)C2)cc1 (stereo not drawn) | 0.8 | 5 | -18 | 6 | -3 | -4 | 2 | 0.5 | 1
CC(=O)n1cc([C@@H]2C=C(C(=O)NCc3ccccc3)O[C@H](OCCCCO)C2)c2ccccc21 | 1.1 | 32 | -16 | 20 | -11 | -3 | -6 | 1.6 | 0
COc1ccc(CN(C)C(=O)c2cccc(NS(=O)(=O)c3ccccc3)c2)cc1F | 6.0 | -1 | -25 | 3 | -13 | 0 | 13 | 5.2 | -2
CCOc1ccc(NC(=O)c2cccc(S(=O)(=O)Nc3c(C)n(C)n(-c4ccccc4)c3=O)c2)cc1 | x | 8 | x | 8 | x | -5 | -3 | x | 23
CC1CCN(C(=O)CN2C(=O)COc3ccc(Cl)cc32)CC1 | -0.3 | -5 | -24 | 0 | -10 | -2 | 1 | -0.7 | -10
CCCCn1c(=O)cc(O)c2ccccc21 | -0.9 | -16 | -11 | 10 | -3 | -2 | 4 | -0.4 | -5
COc1cccc(OC)c1Oc1ccc(C(F)(F)F)cn1 | 0.4 | -10 | -1 | 3 | 1 | -7 | 0 | -1.2 | -3
Cc1ccnc(NC(c2ccccn2)c2c(C)[nH]c3ccccc23)c1 (stereo not drawn) | -0.4 | 6 | -19 | 0 | 4 | -11 | 2 | 0.2 | -4
CCCCNC(=O)c1onc(CSc2ccccc2CC)c1C(=O)O | 2.4 | 5 | -18 | 7 | -8 | -2 | 0 | 2.5 | 4
O=C(NCc1ccc2[nH]c3c(c2c1)CCCC3)c1ccc(S(=O)(=O)N2CCOCC2)cc1 | 1.1 | -20 | -5 | 3 | -8 | -5 | 15 | -0.2 | -12
CCOC(=O)/C(C#N)=C1/C=C(C)c2ccccc2N1 | -1.4 | -9 | -15 | 1 | -1 | -15 | 18 | -1.1 | -9
O=C(NNC(=S)NC(=O)c1ccccc1)c1ccc(O)cc1 | 0.0 | -4 | -10 | -2 | -5 | -4 | -1 | -1.8 | 1
Cc1ccc(NC(=O)CCSCCc2ccccn2)cc1 | -0.4 | 3 | -12 | -2 | 7 | -2 | 12 | -0.3 | -18
COc1ccccc1CN1CCN(Cc2ccc3ccccc3c2)CC1 | 1.2 | -9 | -19 | 3 | -17 | -10 | -9 | 1.5 | 7
The list goes on:
SMILES | V1aR counter | TAAR1 antag | CHO parental Ca | TAAR1 agonist | OXTR potentiator | CHRM1 agonist | CHRM1 PAM | OXTR ag | M1 antag
Cc1ccc(NC(=S)NC(NC(=O)N(C)C)C(Cl)(Cl)Cl)cc1 (stereo not drawn) | -0.5 | -17 | -10 | 0 | -3 | -8 | 5 | -0.2 | -1
COc1ccc(OC)c(NC(=O)Nc2nc(C(N)CCc3ccccc3)cs2)c1 (stereo not drawn) | x | 41 | x | 37 | x | 2 | 10 | x | -10
CN(C)C(=O)c1nc(C#N)c(N(C)C)o1 | 0.8 | -3 | 6 | 1 | -3 | -3 | 6 | 0.2 | -8
O=C1NC[C@H](Cc2ccccc2)N(CC2CCN(CCc3ccc(-c4ccccc4)cc3)CC2)C1=O | x | -8 | x | 3 | x | -10 | -8 | x | 2
O=C(COC(=O)c1ccc(F)cc1Cl)NCc1ccco1 | x | -17 | x | 1 | x | -4 | 13 | x | -8
COc1ccc(F)cc1S(=O)(=O)n1cc(C)nc1-c1ccccc1 | 0.6 | -20 | -8 | 8 | -1 | -2 | -3 | 0.7 | -1
CC(C)c1nnc(NC(=O)CSc2ccccc2)s1 | -0.6 | 4 | -11 | 15 | -10 | -5 | -10 | -2.1 | 9
O=C(Nc1nc(-c2ccc(Oc3ccccc3)cc2)cs1)C1=COCCO1 | 1.0 | 16 | -4 | 5 | -1 | -3 | -1 | 0.1 | 9
Cc1onc(-c2ccccc2Cl)c1C(=O)NCc1ccccc1 | 0.2 | -5 | 6 | 8 | -3 | -9 | -7 | 0.7 | 4
Cc1ccnc(NC(=O)C(C)n2cc([N+](=O)[O-])cn2)c1 (stereo not drawn) | 1.4 | -3 | 0 | 0 | -1 | -6 | 11 | 0.5 | -3
CC(=O)NC(C)(c1ccccc1)c1nc(-c2cccc(F)c2)cs1 (stereo not drawn) | x | -5 | x | -1 | x | -6 | -1 | x | 1
O=C1CNC(=O)/C(=C/c2cccs2)N1 | 0.8 | 2 | 9 | 10 | -4 | -3 | -8 | 0.9 | -3
O=C(c1ccc(Br)cc1)N1CCN(c2ccccn2)CC1 | x | -4 | x | 0 | x | -5 | -5 | x | 4
Cn1nnnc1SCC(=O)N1CCCc2ccccc21 | 0.9 | 8 | -3 | 2 | -12 | -5 | 6 | -0.1 | -8
O=c1c2ccccc2c2ccccc2c(=O)n1Cc1ccco1 | -0.1 | 22 | -14 | 1 | -9 | -5 | -2 | -1.7 | 5
Cc1ccc(N(CC(=O)NC2CCC(C)CC2)S(=O)(=O)c2cccnc2)cc1 (stereo not drawn) | -0.7 | -6 | -23 | -1 | -3 | -10 | 4 | -2.2 | -7
COc1cccc(C2N(c3cccc(Cl)c3)C(=O)C3CCCN32)c1OC (stereo not drawn) | -0.7 | 1 | -10 | 1 | -2 | -5 | 2 | -1.4 | -2
Cn1c(SCC(=O)NCC2CCCO2)ncc(C(=O)Nc2ccc(F)cc2)c1=O (stereo not drawn) | 0.5 | -8 | -13 | 3 | 3 | -2 | 0 | 0.9 | -2
CCOC(=O)C(N)CSC1CC(=O)N(c2ccc(OCC)cc2)C1=O (stereo not drawn) | -0.2 | -5 | 8 | -1 | -5 | -3 | 5 | -0.7 | -7
CCOc1ccccc1N(CC(=O)NCC1CCCO1)C(=O)CCC(=O)Nc1cc(C)on1 (stereo not drawn) | -0.7 | -3 | 2 | 11 | -8 | -3 | 5 | 1.1 | 0
Cn1cccc1-c1nc2ccc(NC(=O)c3ccco3)cc2[nH]1 | 4.8 | 7 | -7 | 15 | -6 | 0 | -1 | 2.0 | -3
CC(C)(C)N1CC(c2nc3ccccc3n2Cc2ccccc2)CC1=O (stereo not drawn) | -0.9 | 4 | -4 | 0 | -6 | -7 | 9 | -1.6 | -8
COc1ccc(N(CC(=O)NC2CCCC2)C(=O)Cn2nnc(-c3ccc(C)o3)n2)c(OC)c1 | x | 1 | x | 1 | x | -4 | 5 | x | -1
CCOc1cccc(NC(=O)Cc2cccs2)c1 | 1.4 | -2 | -3 | 2 | -5 | -3 | 6 | 1.3 | -3
CCN(C[C@H]1N[C@@](C)(C(=O)OC)[C@H]2C(=O)N(C)C(=O)[C@@H]12)S(=O)(=O)c1ccc(C)cc1 | 0.7 | 3 | -13 | 6 | 9 | -1 | 10 | 1.8 | -13
Later entries.
SMILES | V1aR counter | TAAR1 antag | CHO parental Ca | TAAR1 agonist | OXTR potentiator | CHRM1 agonist | CHRM1 PAM | OXTR ag | M1 antag
Cc1ccc(-c2nc(-c3ccccn3)no2)cc1Cl | 1.6 | 13 | -16 | 15 | -21 | -2 | -2 | 0.5 | -23
CCN(CC)S(=O)(=O)c1cc(NC(=O)c2ccc(Br)s2)ccc1C | 7.3 | 20 | 15 | 9 | -28 | -3 | -15 | 6.7 | 9
OCCOCCOc1cccc2[nH]ccc12 | 0.3 | 13 | 3 | 0 | -13 | -3 | 8 | -0.5 | -11
O=C(Nc1nc2ccccc2s1)C1CCCN1S(=O)(=O)c1ccc(Cl)cc1 (stereo not drawn) | 0.5 | -14 | -25 | 4 | 3 | -5 | 8 | 0.8 | -7
COc1ccc(C2CC(=O)C(C=NCC(C)C)=C(O)C2)cc1 (stereo not drawn) | x | -1 | x | 0 | x | -5 | 1 | x | -5
CN1/C(=C\C(=O)Nc2cccc(Cl)c2)C(C)(C)c2ccccc21 | 0.1 | 14 | 6 | 4 | -17 | -9 | -4 | -0.5 | -2
COc1ccc(/C=C2\SC(=S)N(N3C(=O)CCC3=O)C2=O)cc1O | 2.0 | 21 | -12 | 14 | -5 | -5 | 6 | 1.5 | -10
Cc1ccc(C(=O)OCC(=O)NCc2cccs2)s1 | x | -7 | x | 1 | x | -3 | 9 | x | -7
Cc1c(Cl)cccc1NC(=S)N(C)CCC#N | 0.1 | 9 | -18 | 4 | 5 | -2 | 7 | -1.0 | -4

An excerpt from above in order of number of heavy atoms, low to high.
SMILES | V1aR counter | TAAR1 antag | CHO parental Ca | TAAR1 agonist | OXTR potentiator | CHRM1 agonist | CHRM1 PAM | OXTR ag | M1 antag
CCCCn1c(=O)cc(O)c2ccccc21 | -0.9 | -16 | -11 | 10 | -3 | -2 | 4 | -0.4 | -5
O=C(COC(=O)c1ccc(F)cc1Cl)NCc1ccco1 | x | -17 | x | 1 | x | -4 | 13 | x | -8
Cc1ccc(NC(=O)NC(=O)N(C(C)C)S(=O)(=O)c2ccc(C)cc2)cc1 | 0.8 | -24 | -10 | 1 | 1 | -2 | 9 | 0.4 | -13
